# Bioassay records deposited in PubChem by The Scripps Research Institute Molecular Screening Center.
# MITF inh: inhibitors of human MITF. AlphaScreen MITF homodimerization, bead proximity signal. 0.91% of 650,000 active. inhibition, % at 2.6 µM. O75030; in the data active = inhibition above about 50%;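 also: 0% = vehicle wells with protein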
# Target sequence (O75030 whole entry, looked up): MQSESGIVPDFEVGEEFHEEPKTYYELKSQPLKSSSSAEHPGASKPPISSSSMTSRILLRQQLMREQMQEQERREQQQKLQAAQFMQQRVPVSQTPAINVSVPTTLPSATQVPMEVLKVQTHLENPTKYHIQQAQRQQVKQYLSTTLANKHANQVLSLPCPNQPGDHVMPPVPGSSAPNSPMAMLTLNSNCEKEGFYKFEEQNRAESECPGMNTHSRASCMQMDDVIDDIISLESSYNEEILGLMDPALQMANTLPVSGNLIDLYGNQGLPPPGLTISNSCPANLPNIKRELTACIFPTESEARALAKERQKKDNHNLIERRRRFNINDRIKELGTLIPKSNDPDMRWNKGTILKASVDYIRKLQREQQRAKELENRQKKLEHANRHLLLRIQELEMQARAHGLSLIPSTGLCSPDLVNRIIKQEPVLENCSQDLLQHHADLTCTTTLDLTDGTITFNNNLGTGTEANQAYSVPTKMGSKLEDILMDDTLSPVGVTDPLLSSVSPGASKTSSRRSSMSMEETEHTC
# TEAD-YAP block: TEAD-YAP interaction inhibition. AID 1259422. inhibition, % at 9.12 µM. HEK-TIYL cells, TEAD-Gal4/YAP UAS-luciferase luminescence. 1.4% of 640,000 active; in the data active = inhibition above about 32%;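 also: 0% = median of test compound wells and 100% = reference inhibitor wells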
# FBW7 act: human FBW7 E3 ligase activation, primary screen. Q969H0. AlphaScreen FBW7–phospho-cyclin E peptide binding, activator screen. normalized activity (activation), % at 26.1 µM. 0.13% of 650,000 active. AID 1259310; in the data active = normalized activity above about 1.9%;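 also: purified mutant Fbw7 with reduced substrate affinity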
# GPR151 ag: activators of human GPR151; Q8TDV0; PathHunter beta-arrestin GPR151 cells, luminescence; activation, % at 11.2 µM; 1% of 650,000 active; AID 1508602; in the data active = activation above about 4.9%;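 also: 0% = median of compound wells and 100% = cells with positive control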
# Target sequence (Q8TDV0 whole entry, looked up): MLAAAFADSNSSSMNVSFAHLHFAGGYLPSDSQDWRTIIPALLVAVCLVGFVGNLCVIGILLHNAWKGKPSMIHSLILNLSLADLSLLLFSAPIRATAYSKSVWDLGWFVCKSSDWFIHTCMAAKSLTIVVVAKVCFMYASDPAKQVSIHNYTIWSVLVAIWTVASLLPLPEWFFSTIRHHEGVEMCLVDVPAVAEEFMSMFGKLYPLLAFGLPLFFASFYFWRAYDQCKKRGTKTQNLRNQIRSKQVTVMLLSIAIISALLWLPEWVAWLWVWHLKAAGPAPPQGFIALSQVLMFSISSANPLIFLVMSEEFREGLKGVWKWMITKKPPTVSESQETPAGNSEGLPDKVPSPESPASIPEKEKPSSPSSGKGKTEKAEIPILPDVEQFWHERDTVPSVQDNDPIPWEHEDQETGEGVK
# The depositor's hits bear a star.
SMILES,MITF inh,TEAD-YAP block,FBW7 act,GPR151 ag
COc1ccccc1NC(=O)C/C(N)=N/OCC(=O)NC(c1ccccc1)c1ccccc1,-12,14,-0.1,-0.1
CNC(=O)Nc1ccc(C(=O)NC)cc1,-5,-3,-0.1,-0.8
CCc1ccc(OCC(=O)Nc2ccc(C)cc2)cc1,-8,-15,0.0,0.6
COc1ccccc1Cn1c(SCc2ccccc2C)nc2cc(C(=O)N3CCC4(CC3)OCCO4)ccc2c1=O,0,-10,-0.2,-0.2
Fc1ccc(-n2c(SCCN3CCOCC3)nnc2-c2cccnc2)cc1,0,-2,0.1,0.2
COc1ccc(-c2[nH]c(-c3ccc(OC)c(O)c3)nc2-c2ccccc2)cc1,-2,-10,0.0,0.6
O=C(NC1CCS(=O)(=O)C1)C1CCCN(S(=O)(=O)c2ccc(Cl)cc2)C1 (stereo not given),7,6,-0.2,1.1
COc1ccccc1NC(=O)Cn1cc(-c2nnc(C)o2)c2ccccc21,-3,2,-0.2,-0.3
COCCN=C1Sc2nc3c(C)cc(C)cc3cc2CN1CCOC,-3,-3,-0.2,-0.1
CC(C)OCCCNS(=O)(=O)c1ccc([N+](=O)[O-])cc1,8,1,0.4,-0.9
Cc1cc(C(=O)NCC2CCC3(CCN(CCC(C)c4ccccc4)CC3)O2)n(C)n1 (stereo not given),3,-3,0.0,-1.7
CC(=O)Oc1ccccc1-c1nc2s/c(=C\c3cn(-c4ccccc4)nc3-c3ccc(C)cc3)c(=O)n2n1,3,0,0.0,0.8
CC1(C)CC(=O)C2=C(C1)NC(=O)CC2C(=O)Nc1ccc([N+](=O)[O-])cc1 (stereo not given),4,-2,0.5,-1.1
CC(C)(C)OC(=O)NC(Cc1ccccc1)C(=O)Nc1ccc(I)cc1 (stereo not given),15,-5,0.1,1.3
COCCn1nnnc1C(c1ccc(F)cc1)N1CCN2CCCC2C1 (stereo not given),-10,-6,0.0,0.0
CN1C2=NCCCN2c2ccccc21,3,4,0.1,0.8
CC1=C/C(=N\NC(=O)COc2ccc(C#N)cc2)CC(C)(C)C1,13,-4,0.2,-0.7
COc1ccc(Cn2nnnc2CN2CCc3ccccc32)cc1,-10,-7,-0.2,-0.2
CC(C)(C)c1ccc(OCCNC(=S)NC(=O)c2cccnc2)cc1,11,5,0.2,-0.6
O=c1oc2ccccc2c(N2CCOCC2)c1CN1CCCCC1,1,3,-0.1,-0.6
CS(=O)(=O)c1cnc2ncnn2c1C1CCN(C(=O)c2cccnc2)CC1,14,7,0.1,-0.4
Cc1nc(N2CCCCC2)sc1C(=O)c1ccc(Cl)c([N+](=O)[O-])c1,7,13,-0.2,0.4
O=C(CNC(=O)c1ccccc1)OCC(=O)c1ccc(OC(=O)c2ccccc2)cc1,-2,-9,-0.1,0.2
CS(=O)(=O)N(CC(=O)Nc1ccccc1F)c1cccc(C(F)(F)F)c1,-1,-7,-0.3,0.1
Cc1sc(NC(=O)CC(C)(C)C)nc1-c1ccc2c(c1)CCN2S(C)(=O)=O,-14,-13,-0.2,0.4
COc1ccc(C2NC(=O)c3n[nH]c(C)c32)c(OC)c1 (stereo not given),-4,-11,-0.1,2.7
CCOc1ccc(C2CC(=O)N3C(=C2C#N)SCC3(O)c2ccc(F)cc2)cc1 (stereo not given),-5,-13,0.0,0.5
Cn1cc(-c2ccc3ccccc3n2)c(=O)c2cc([N+](=O)[O-])ccc21,1,5,0.5,-0.3
COc1cccc2cc(C(N)=O)/c(=N/NC(=O)c3ccco3)oc12,-14,15,0.1,-0.9
O=C(NCc1ccccc1)C1(c2ccccc2)CCN(S(=O)(=O)c2ccccc2)CC1,-8,5,0.1,5.6*
NC(C(=O)N[C@@H]1C(=O)N2C(C(=O)O)=C(Cl)CS[C@H]12)c1ccccc1 (stereo not given in full),16,5,0.1,2.3
CC1(c2ccc(OCC(N)=O)cc2)NC(=O)NC1=O (stereo not given),5,-1,0.1,-0.5
COc1cc(Nc2nc(N3CCN(c4ccccn4)CC3)nc3nc[nH]c23)cc(OC)c1OC,2,18,-0.2,0.3
CN(CCO)c1cc(N2CCC3(CC2)OCCO3)c2nonc2c1[N+](=O)[O-],6,10,-0.3,-0.4
COc1ccc(C2=NN(c3cc(Cl)ccc3Cl)C(c3ccc(F)cc3)C2)cc1 (stereo not given),-4,1,-0.1,0.2
COc1cccc(NC(=O)NC2(C(=O)NCc3cccnc3)CCCCC2)c1,-4,-4,0.0,0.1
COc1cc(S(=O)(=O)N2CCCCC2C)ccc1Br (stereo not given),-12,5,0.0,-1.0
CCOc1ccc(NC(=O)C2CCCN2C(=O)Oc2ccccc2)cc1 (stereo not given),-4,-1,-0.2,-0.3
Cc1cc(NC(=O)CCN2C(=O)/C(=C\c3ccco3)SC2=S)no1,22,6,-0.1,2.1
Cc1sc(NC(=O)COc2ccc(Br)cc2)c(C(N)=O)c1C,7,-6,0.1,0.8
O=C(NCCN1CCOCC1)/C(=C/c1ccc(Cl)cc1)NC(=O)c1ccccc1,-5,1,0.4,-0.5
CC(=O)c1cccc(-c2nc(NCCN(C(C)C)C(C)C)c3ncn(-c4ccsc4)c3n2)c1,3,49*,0.0,-1.3
CCC(=O)OCCNc1cc(SCc2ccccc2)c2nonc2c1[N+](=O)[O-],-8,-1,-0.1,2.0
CC(=O)Nc1ncc2c(n1)CC(c1ccc(C(C)(C)C)cc1)CC2=O (stereo not given),1,-33,-0.2,1.3
Cc1ccc(Br)c(NS(=O)(=O)c2cccc(N)c2)c1,2,2,0.1,1.5
CCC(C)NC(=O)c1c[nH]c2ccc(S(=O)(=O)N3CCc4ccccc43)cc2c1=O (stereo not given),6,17,-0.1,1.8
Cc1nc(N2CCCCC2)c2c(C)c(C(=O)Nc3ccccc3F)sc2n1,14,-5,0.1,-0.2
Cc1cc(Nc2ccc(Br)cc2)nc2ccccc12,5,-23,0.1,-0.9
Cc1nc(C/C(=N\N)c2ccc(O)cc2O)cs1,2,-4,-0.2,-2.4
O=C(COc1ccccc1)NCc1nnc2n1CCN(Cc1ccc3c(c1)CCO3)CC2,16,-7,0.2,-1.0
Cc1ccccc1NCC(=O)N/N=C/c1c(O)ccc2ccccc12,8,19,-0.1,-0.4
CSc1ccc(C(Nc2ccccn2)c2ccc3cccnc3c2O)cc1 (stereo not given),8,78*,-1.0,0.5
CC(C)Oc1ccc(C2CC(=O)N(c3ccc(C(=O)O)cc3)C2=O)cc1 (stereo not given),2,-3,1.0,0.6
CN(CC(=O)NC1CCCC1)S(=O)(=O)c1cc2c(cc1Cl)NC(=O)CO2,6,3,-0.2,0.1
Brc1ccc(CN2CCN(Cc3ccccc3)CC2)o1,55*,1,-0.1,0.4
CCNC(=O)C(Cc1ccccc1)NC(C)=O (stereo not given),1,-1,0.4,-0.2
CCc1ccc(NC(=O)/C=C/c2ccc(C)o2)cc1,10,-54,0.0,0.7
O=C(O)c1ccc(NS(=O)(=O)c2cccc(C(=O)Nc3ccc(Cl)cc3)c2)cc1,10,1,0.1,-0.7
O=C(Nc1nc(C(=O)N2CCN(c3ncccn3)CC2)co1)c1ccccc1,10,-6,0.3,0.0
COc1ccc(OCC(=O)Nc2ccccc2C(=O)NC(C)C)cc1,-1,4,-0.2,1.5

# Some entries already given, limited to MITF inh:
SMILES | MITF inh
Cc1nc(N2CCCCC2)c2c(C)c(C(=O)Nc3ccccc3F)sc2n1 | 14
Cc1cc(Nc2ccc(Br)cc2)nc2ccccc12 | 5
Cc1nc(C/C(=N\N)c2ccc(O)cc2O)cs1 | 2

# Next section:
SMILES,MITF inh,TEAD-YAP block,FBW7 act,GPR151 ag
COC(=O)c1ccc(C(=O)OC)c(NC(=O)c2cccc(C(=O)Nc3cc(C(=O)OC)ccc3C(=O)OC)c2)c1,-10,-2,0.0,0.4
COc1ccc(OC)c(/C=C/C(=O)NCCN2CCC(N(C)C3CCCCC3C)CC2)c1 (stereo not given),52*,2,0.1,-0.9
C=C(C)CN1C(=O)NC(CC)(C2CCN(C(=O)c3ccoc3)CC2)C1=O (stereo not given),17,5,0.5,-1.3
CC1CCCCN1C(=O)c1ccc(Cl)c([N+](=O)[O-])c1 (stereo not given),4,-11,-0.2,-0.7
COc1cc(OC)c(/C=C2/C(=O)NC(=O)N(Cc3ccc(F)cc3)C2=O)c(OC)c1,12,9,-0.7,4.1
CN1CCN(c2nc(Nc3ccc(Cl)cc3)c3nccnc3n2)CC1,-15,-30,0.0,3.6
COc1cc(NC(=S)NCC(C)C)cc(OC)c1,-8,-6,-0.1,0.5
CCOc1ccc(CCNC(=O)c2ccccc2[N+](=O)[O-])cc1OCC,14,0,0.1,-0.6
NC(=O)CN1CCN(S(=O)(=O)c2ccc(Br)cc2)CC1,-8,-8,0.5,-0.5
O=C(CSc1nc2ccc(NC(=O)c3ccccc3)cc2s1)NC1CCCCC1,2,-28,0.0,-1.5
CCc1nnc(NC(=O)CCc2ccc(OC)cc2)s1,9,-3,-0.1,-1.2
COC(=O)c1ccc(NC(=O)c2c(NCc3ccc(OC)c(OC)c3)sc3c2CCC(C)C3)cc1 (stereo not given),-4,-4,-0.2,1.0
O=C1c2cccc3cccc(c23)C(=O)N1Cc1ccccc1,15,8,0.1,-1.9
Cc1nnc(NC(=O)CNCCN(C)C)s1,-8,-6,-0.2,1.1
Cc1ccc2c(c1)C(O)(CC(=O)c1ccccc1[N+](=O)[O-])C(=O)N2 (stereo not given),-13,-10,0.1,2.2
O=C(NNC(=O)c1cccc(Br)c1)Nc1cccc(Cl)c1,-10,2,-0.1,-0.3
COc1ccc(/C=N\NC(=O)Cc2cccn2C)c(OC)c1OC,14,-1,-0.1,1.3
O=C(O)Cn1c(CCS(=O)(=O)c2ccc(Cl)cc2)nc2ccccc21,-16,-5,0.0,-0.5
Cc1cccc(NC(=O)C(c2ccccc2Cl)N2CCOCC2)c1 (stereo not given),-7,-12,-0.2,0.5
CCCN1CCN(c2ncnc3scc(C4COc5ccccc5O4)c23)CC1 (stereo not given),11,3,0.0,-0.1
COc1ccc(/C=C/c2nc3ccccc3n(C)c2=O)cc1OC,3,-10,0.7,2.1
COc1cc(-c2cc3ccccn3c2)cc(OC)c1OC,2,-4,-0.2,0.0
CCc1cc(=O)n2[nH]c(C)c(-c3ccc(F)cc3)c2n1,-2,4,-0.1,0.7
O=C(OCc1ccc(F)cc1)c1cc(=O)[nH]c2ccccc12,22,-21,0.5,2.9
COCCN(C(=O)CC(C)(C)C)c1nnc(-c2ccc(Cl)cc2)s1,8,4,0.0,-0.5
O=C(CSc1nc2cc3c(cc2c(=O)n1Cc1ccco1)OCO3)NCc1ccccc1,11,1,0.1,-1.4
CCOC(=O)c1ccc(NC(=O)c2ccc(Cl)cc2)cc1,8,-2,0.0,1.4
C=CCOc1c(Cl)cc(CNCCC)cc1OC,-8,3,-0.1,1.5
CN(C)c1cccc(Nc2nc(NCCO)c3[nH]cnc3n2)c1,2,-4,-0.1,0.9
CC(=O)Nc1ccccc1NC(=O)COc1ccc(Cl)cc1Cl,12,1,-0.2,0.3
O=C(CC(Nc1ccc2ccccc2c1)c1ccncc1)c1cccnc1 (stereo not given),-3,-13,-0.1,-1.3
Cc1ccc(C(=O)CC(C(=O)O)n2nc(C)cc2C)cc1 (stereo not given),-2,-3,0.1,2.3
COc1cccc(/C=C/C(=O)OCC(=O)/C(C#N)=C(\C)N)c1,3,0,-0.1,0.4
N#Cc1ccccc1CSc1n[nH]c(=O)[nH]c1=O,14,1,-0.1,2.1
O=C(Nc1cccc([N+](=O)[O-])c1)C1(c2cccs2)CCOCC1,6,8,0.0,-2.0
CCN(CCN(C)C)C1CCC(=O)N(Cc2ccc(C(=O)OC)cc2)CC1 (stereo not given),-8,-11,0.1,1.6
Cc1cc(S(=O)(=O)N2CCCc3ccccc32)ccc1Cl,6,1,0.6,-0.3
COc1ccc(C(C)=O)cc1COc1ccc(NC(C)=O)cc1,3,9,-0.2,-0.7
O=S(=O)(O)c1ccccc1Nc1ccnc(Nc2ccccc2S(=O)(=O)O)n1,-10,5,-0.1,-0.7
Cc1c(Cl)c([N+](=O)[O-])nn1CC(=O)Nc1ccc2c(c1)OCO2,-2,-3,-0.1,0.6
O=C(NCCc1ccc(O)cc1)C1CCN(c2ccc(NCCN3CCOCC3)nn2)CC1,27,0,0.1,-1.9
O=C(Cn1cnc2ccccc2c1=O)Nc1ccc(C(F)(F)F)cc1,-2,-4,0.1,0.9

# Filtered by structure: the entries above containing a nitro group on carbon (11)
SMILES,MITF inh,TEAD-YAP block,FBW7 act,GPR151 ag
CC(C)OCCCNS(=O)(=O)c1ccc([N+](=O)[O-])cc1,8,1,0.4,-0.9
CC1(C)CC(=O)C2=C(C1)NC(=O)CC2C(=O)Nc1ccc([N+](=O)[O-])cc1 (stereo not given),4,-2,0.5,-1.1
Cc1nc(N2CCCCC2)sc1C(=O)c1ccc(Cl)c([N+](=O)[O-])c1,7,13,-0.2,0.4
Cn1cc(-c2ccc3ccccc3n2)c(=O)c2cc([N+](=O)[O-])ccc21,1,5,0.5,-0.3
CN(CCO)c1cc(N2CCC3(CC2)OCCO3)c2nonc2c1[N+](=O)[O-],6,10,-0.3,-0.4
CCC(=O)OCCNc1cc(SCc2ccccc2)c2nonc2c1[N+](=O)[O-],-8,-1,-0.1,2.0
CC1CCCCN1C(=O)c1ccc(Cl)c([N+](=O)[O-])c1 (stereo not given),4,-11,-0.2,-0.7
CCOc1ccc(CCNC(=O)c2ccccc2[N+](=O)[O-])cc1OCC,14,0,0.1,-0.6
Cc1ccc2c(c1)C(O)(CC(=O)c1ccccc1[N+](=O)[O-])C(=O)N2 (stereo not given),-13,-10,0.1,2.2
O=C(Nc1cccc([N+](=O)[O-])c1)C1(c2cccs2)CCOCC1,6,8,0.0,-2.0
Cc1c(Cl)c([N+](=O)[O-])nn1CC(=O)Nc1ccc2c(c1)OCO2,-2,-3,-0.1,0.6
